Screens: PubChem, National Center for Advancing Translational Sciences (NCATS)
S3 lipid droplet: qHTS Assay for Lipid Storage Modulators in Drosophila S3 Cells; Drosophila S3 cells, BODIPY lipid droplet fluorescence, 18-24 h; cells fed with added oleic acid; hit rate 0.64% among 320,000; Potency in µM for hits, for the others lipid storage change, negative = inhibition, % at the top dose, mostly 46.1 µM; active = well fitted inhibition curve with a large enough effect in the signal ratio, with a control signal flat, not every such curve was filed as active; inconclusive = small, poorly fitted or top-dose-only effect, or effect the other way, or a change in a side signal; the % refers to the signal ratio
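Laser-scanning cytometry quantifies lipid droplet accumulation (500–530 nm total intensity; droplet/cell object ratio) in oleic acid-fed (400 uM added) Drosophila S3 cells treated with a concentration series. 20 uM Triacsin C defined 100% inhibition.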
S3 lipid droplet cell count max: second read-out of S3 lipid droplet, no call of its own (marks repeat the call); cell number change, %; measured here: cell count max response;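 cells counted by Cell Tracker Red CMTPX staining in the red channel; peak over a dose series mostly up to 46.1 µM; percent activity relative to internal control wells on each plate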
* = called active by the depositor; i = inactive; ? = inconclusive; . = not tested or not shown; [ ] = dose if it differs, or a comment. % is scaled to controls: 0 for no effect and ±100 for the full control effect; potency is read from the fitted curve at half-maximal effect.

item	S3 lipid droplet	S3 lipid droplet cell count max	Structure
1	-0.5%	-0.3	CCCCC(=O)NC(=O)NC(c1ccccc1)c1ccccc1
2	16.3%	-17.0	CC(=O)c1cccc(NC(=O)N2CCCC2C(=O)NC2CCCCC2)c1 (stereo not drawn)
3	-8.4%	18.0	CCOC(=O)c1cc2sc(C)cc2n1CCCN1C(=O)c2ccccc2C1=O
4	?	.	Cc1cc(=O)oc2cc(OCC(=O)Nc3c(C)n(C)n(-c4ccccc4)c3=O)c(Cl)cc12
5	-0.9%	-12.0	O=C(Nc1ccc(Cl)cc1C(=O)NCc1cccnc1)c1ccc(Cl)cc1Cl
6	?	.	CCOc1ccc2c3c(c(=O)oc2c1OCC)CCCC3
7	?	.	Cc1cc(O)c(C2=Nc3ccccc3SC(c3ccc(Cl)cc3)C2)c(=O)o1 (stereo not drawn)
8	?	.	Cc1ccc(NC(=O)CSc2sc3c(O)cc(=O)[nH]c3c2C#N)cc1C
9	?	.	CC(C)NC(=O)CCS(=O)(=O)c1cccc2nonc12
10	?	.	O=C(CSc1nnc(COc2ccc(Cl)cc2)o1)NC1CC2CCC1C2 (stereo not drawn)
11	3.5%	11.7	CCOC(=O)c1c(NC(=O)C2C3CCC(O3)C2C(=O)O)sc2c1CCCC2 (stereo not drawn)
12	0.1%	11.3	CCOC(=O)c1ccc2c(c1)N(CC(=O)N1CCCCC1)C(=O)C(C)(C)O2
13	?	.	O=Cc1cn(CC(=O)N2CCCCCC2)c2ccccc12
14	6.0%	21.5	COC(=O)Cn1c2ccc(Cl)cc2c2nc(C)sc21
15	-18.8%	2.9	COc1cccc(/C=N/n2nnnc2N)c1O
16	?	.	O=C(NCCc1ccccc1)c1ccc2c(c1)N(Cc1ccccc1)C(=O)CS2=O (stereo not drawn)
17	13.4%	-0.1	CCn1cc(Br)c(-c2nc3ccccc3c(=O)n2N)n1
18	1.2%	20.3	CC(=O)Nc1cc2ccccc2oc1=O
19	1.8%	.	O=c1nc(-c2ccccc2)c(-c2ccccc2)n[nH]1
20	21.2%	11.4	O=C(NCCC1=CCCCC1)c1cc(S(=O)(=O)N2CCOCC2)ccc1F
21	?	.	CN1CCN(C(=O)c2cc3c(s2)-c2ccccc2S(=O)(=O)C3)CC1
22	?	.	COc1cc(NC(=O)Cn2c(C)cc3ccccc3c2=O)cc(OC)c1OC
23	0.4%	-0.1	CCn1c(NCc2ccccn2)nc2ccccc21
24	?	.	CC(C)(C)OC(=O)NCc1ccc(CNC(=O)c2nc[nH]c2C(=O)N2CCN(c3ccccc3)CC2)cc1
25	2.1%	-5.9	Cc1ccc(NC(=O)c2ccc(C(C)(C)C)cc2)cc1-n1cnnn1
26	-1.7%	-0.1	Cc1cccc(NS(=O)(=O)c2c(C)[nH]c(C)c2C(=O)N2CCCC2)c1
27	?	.	COc1ccccc1-c1nnc(C2CCN(S(=O)(=O)c3ccc([N+](=O)[O-])cc3)CC2)o1
28	10.7%	-5.6	CCOC(=O)c1c(CN(CC)CC)oc2ccc(OC)cc12
29	-17.8%	-15.3	COc1ccc(Cl)cc1C(=O)NNC(=O)CN1C(=O)C2CC=CCC2C1=O (stereo not drawn)
30	11.0%	12.9	NC(=O)c1ccc(SCC(=O)OCC(=O)NCc2cccs2)c([N+](=O)[O-])c1
31	?	.	Oc1ccc(Cl)cc1CNc1ccccn1
32	?	.	O=C(Nc1nnc(C2COc3ccccc3O2)o1)c1ccc(F)cc1 (stereo not drawn)
33	?	.	CCCc1nc2oc3cc(OC)ccc3c(=O)c2c(=O)n1Cc1ccco1
34	22.1%	.	O=C(COc1ccccc1)N1CCN=C1SCc1cccc(F)c1
35	?	.	CN(C)C(=O)c1ccc(NC(=O)COC(=O)C2CCN(S(=O)(=O)c3ccc4c(c3)OCCO4)CC2)cc1
36	?	.	Cc1ccc(C)c2nc3sc(C(=O)N4CCCc5ccccc54)c(N)c3cc12
37	?	.	COc1ccc([N+](=O)[O-])cc1NC(=S)NC(NC(=O)C(c1ccccc1)c1ccccc1)C(Cl)(Cl)Cl (stereo not drawn)
38	?	.	O=C(/C=C/c1ccc(NC(=O)c2ccccc2-c2ccccc2C(=O)O)cc1)c1ccccc1
39	i	8.5	O=C(CSc1nnc(CN2CCOCC2)n1-c1ccccc1)N1CCc2ccccc21
40	-14.0%	11.3	COc1ccc(N2CCN(Cc3nc4c(c(=O)n(C)c(=O)n4C)n3CC(C)=O)CC2)cc1
41	i	.	COC(=O)C1C/C(=N/NS(=O)(=O)c2ccc(C)cc2)CS1 (stereo not drawn)
42	?	.	CCOC(=O)N1CCN(C(=O)Nc2sc3nc4n(c(=O)c3c2C)CCC(C)CC4)CC1 (stereo not drawn)
43	12.3%	7.6	Cc1cc(C(=O)Nc2ccc(N3CCCCC3)cc2)no1
44	?	.	COc1cccc(C2NC(=O)NC(C)=C2C(=O)Nc2ccccc2C)c1 (stereo not drawn)
45	?	.	Cc1ccc(CSc2nnc(-c3ccco3)o2)cc1
46	?	.	COc1ccccc1N(CC(=O)NC1CCCCC1)S(=O)(=O)c1ccccc1
47	-8.2%	7.6	CC(C)Cn1c(N)c(C(=O)COC(=O)c2cccc(Cl)c2)c(=O)n(C)c1=O
48	-9.0%	-16.5	CCn1c(N2CCN(S(=O)(=O)CC)CC2)nc2ccccc21
49	22.6%	24.9	COCc1c(C#N)c(NCc2cc(OC)c(OC)c(OC)c2)nc(C)c1[N+](=O)[O-]
50	-26.2%	-4.9	CN(C)S(=O)(=O)c1ccc(C(=O)Nc2nc(-c3cc4ccccc4o3)cs2)cc1
51	?	.	CCOC(=O)CSC1=C(C#N)C(c2ccccc2OC)CC(=O)N1 (stereo not drawn)
52	?	.	O=C(NCc1cccc(F)c1F)C1CCC(=O)N(C2CC2)C1 (stereo not drawn)
53	?	.	Cc1c(C(=O)Nc2ccc(Oc3ccccc3)cc2)sc2nc3n(c(=O)c12)CCC3
54	-3.1%	-10.1	Cc1ccc(C(=O)c2cc([N+](=O)[O-])ccc2N2CCOCC2)c(C)c1
55	4.3%	0.0	Cc1ccc(NC(=O)CSc2nnc(COc3ccccc3C)o2)cc1
56	28.8%[9.22 µM]	0.7	Fc1ccc(OCCOCCOc2cccc3[nH]ccc23)cc1
57	?	.	COc1ccc(-n2nnnc2SCC(=O)N2CCOCC2)cc1
58	-0.4%	-18.6	COc1c(-c2ccc(O)c(O)c2)oc2cc(O)cc(O)c2c1=O
59	i	-14.5	CC(Sc1nc2ccccc2c(=O)n1C)C(=O)Nc1ccc2c(c1)OCCO2 (stereo not drawn)
60	?	.	Cc1cc(C)c(S(=O)(=O)Nc2ccc(OCC(=O)O)cc2)c(C)c1

(listing goes on)
item	S3 lipid droplet	S3 lipid droplet cell count max	Structure
61	?	.	CC(C)(C)c1ccc(C(=O)NCCCN2CCN(CCCNC(=O)c3ccc(C(C)(C)C)cc3)CC2)cc1
62	17.0%	4.1	Cc1ccc(-c2nnc(Oc3cccc(C)c3)c3ccccc23)cc1
63	10.3%	3.2	Cc1ccc(N(CC(=O)N2CCc3ccccc32)C2=NC(=O)CS2)cc1
64	?	.	Cc1occc1-c1nnc(SCC(=O)c2ccc(F)cc2)n1Cc1ccco1
65	-7.0%	-3.2	CC(C)(C)OC(=O)NCCC(=O)N/N=C/c1cccc2cccnc12
66	?	.	Cc1ccc(CN(C)c2nc(-c3cccnc3)nc3ccccc23)o1
67	16.4%	-15.8	Cc1ccc(C(=O)CC2(O)C(=O)N(Cc3ccc4c(c3)OCO4)c3ccccc32)cc1 (stereo not drawn)
68	?	.	CCc1ccc(OC)c(S(=O)(=O)Nc2ccccc2C)c1
69	?	.	Cc1ccc(-c2csc3nc(C)n(N)c(=O)c23)cc1
70	i	.	c1ccn2c(SCc3ccc4c(c3)OCCO4)nnc2c1
71	?	.	O=C(CC(=O)Nc1ccccc1F)Nc1ccccc1F
72	?	.	NS(=O)(=O)c1ccc(NC(=O)CCCC(=O)O)cc1
73	?	.	Cc1ccc(O)c(NC(=O)c2cc(-c3ccc(F)cc3)on2)c1
74	?	.	COc1ccc(CNC(=O)c2ccc3c(c2)N(C)CCS3)cc1
75	i	12.6	CC(C)(C)C(=O)Nc1ccc(S(=O)(=O)c2ccc(NC(=O)C(C)(C)C)cc2)cc1
76	4.8%	0.3	C=CCNCCOCCOc1ccc(Cl)cc1C(C)(C)C
77	?	.	CCOc1ccc(NS(=O)(=O)c2ccc(C(=O)NCc3ccccn3)cc2)cc1
78	18.3%	26.6	O=c1c2cn[nH]c2[nH]c(=S)n1-c1cccc2ccccc12
79	-13.1%	-9.3	COC(=O)Cn1c(=NC(=O)c2ccc(OC)cc2)sc2cc(OC)ccc21
80	?	.	O=C(c1cccs1)N(Cc1ccco1)Cc1cc2ccccc2[nH]c1=O
81	22.3%	1.5	CCOc1c(Nc2ccc(C(C)C)cc2)c(=O)c1=O
82	i	14.7	Cc1cccc2nc(CNC(=O)CC3C(=O)NCCN3Cc3cccc(F)c3)cn12 (stereo not drawn)
83	-5.1%	1.1	COc1cccc(NC(=O)CSc2nnc(Cn3nnc4ccccc43)n2C)c1
84	?	.	COc1ccc(Cl)cc1C(=O)NNC(=O)C1CCCO1 (stereo not drawn)
85	?	.	NS(=O)(=O)c1ccc(N2C(=O)C3C4CC(C(Br)C4Br)C3C2=O)cc1 (stereo not drawn)
86	-0.7%	-18.2	Cc1nc(N2CCN(c3ccccn3)CC2)c2c(C)c(C(=O)Nc3ccc(F)cc3F)sc2n1
87	?	.	O=C(O)CCc1nnc2n(Cc3ccc(F)cc3)c(=O)c3ccccc3n12
88	-12.6%	-12.7	Cc1nn(CC(=O)Nc2ccc3c(c2)OCO3)c(C)c1[N+](=O)[O-]
89	25.9µM*	-12.0*	Cc1ccc(Nc2nc(N)nc(CN3CCN(C)CC3)n2)cc1
90	?	.	COc1ccc(-c2csc(NS(=O)(=O)c3ccc([N+](=O)[O-])cc3)n2)cc1
91	?	.	CCOc1ccccc1NC(=O)COC(=O)c1c(CC)noc1C
92	-43.9%	.	CSCCC(NC(=O)c1ccccc1Br)C(=O)NCC1CCCCC1 (stereo not drawn)
93	?	.	Cc1ccccc1NC(=O)c1snc2c(=O)[nH]cnc12
94	3.1%	-2.3	O=C1CCCCN1CCc1c[nH]c2ccccc12
95	-8.2%	-6.1	CCOc1cc(OCC)cc(C(=O)Nc2cccc(C(C)=O)c2)c1
96	2.5%	-11.9	COc1ccc([N+](=O)[O-])c(OC)c1C(=O)NC(=O)Nc1c(F)c(F)c(F)c(F)c1F
97	i	.	O=C(N1CCOCC1)N(CCN1CCOCC1)Cc1cccc2ccccc12
98	?	.	Cc1c(C(=O)Nc2ccccc2)sc2nc(-c3ccccc3)cn12
99	-5.6%	4.5	C=CCn1c(SCC(=O)NC2CCS(=O)(=O)C2)nnc1-c1cc2c(s1)CCC(CC)C2 (stereo not drawn)
100	?	.	CC(C)(C)C(=O)CSc1ncnc2sc3c(c12)CCC3
101	i	.	NS(=O)(=O)c1ccc(NC(=O)C2CCCN(S(=O)(=O)c3ccc(F)cc3)C2)cc1 (stereo not drawn)
102	?	.	Cc1ccc(NC(=O)C(C)OC(=O)Cc2c[nH]c3ccccc23)cc1S(=O)(=O)N1CCOCC1 (stereo not drawn)
103	?	.	COc1ccc(C(=O)C[n+]2cccc3cc(OC)ccc32)cc1
104	?	.	COc1ccccc1N1CCN(C(c2ccc(N(C)C)cc2)c2nnnn2CCc2ccccc2)CC1 (stereo not drawn)
105	i	-16.2	CCCCc1cc(=O)oc2cc(C)cc(OCC(=O)NCc3ccncc3)c12
106	?	.	COC(=O)CN1C(=O)N/C(=C/c2ccccc2OC)C1=O
107	?	.	O=C(CN(CC1CCCO1)C(=O)CNS(=O)(=O)c1ccc(Cl)cc1)NCc1ccco1 (stereo not drawn)
108	?	.	Cc1cccc(NS(=O)(=O)c2ccc(C)c(C(=O)NCC(c3ccccc3)N(C)C)c2)c1 (stereo not drawn)
109	?	.	Cc1nn(-c2ccccc2)c2nc(-c3ccncc3)cc(C(=O)NCc3ccco3)c12
110	?	.	C/C(CC(=O)Nc1cccc2c1CCCC2)=N\NC=O
111	8.6%	18.4	CC(Nc1ccc(N2CCOCC2)cc1)C(=O)N1c2ccccc2CC1C (stereo not drawn)
112	?	.	O=C(CCC(=O)c1ccc(F)cc1)OCc1nnc(-c2ccc([N+](=O)[O-])cc2)o1
113	-17.9%	-0.3	COc1ccc2c(c1OC)C(=O)N1C2SC[C@H]1C(=O)NC1CC1 (stereo partly drawn)
114	i	-3.5	O=[N+]([O-])c1ccc(Oc2ccc(F)cc2)c2ccncc12
115	?	.	CC1CCCC(NC(=O)COC(=O)Cc2ccsc2)C1C (stereo not drawn)
116	?	.	Cc1cc(-c2ccc(/C=N/n3cnnc3)o2)ccc1Cl

Not all compounds are listed; count on the stated rates, not on these rows.
